# Source: PubChem BioAssay
# Abeta rescue – restores growth of yeast expressing A-beta42 peptide | yeast expressing A-beta42, growth rescue, OD600, 48 h; response scale: 0% DMSO, 100% iron-clioquinol control | 410,000 tested, 0.063% active | AID 1347071 | Potency, µM (top dose mostly 46.1 µM), for the others: top-dose growth rescue, actives largely listed as activators; note: potency is the fitted concentration of half-maximal effect; nearly all actives have a fitted effect of over 55% in size
#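 Yeast growth medium received pinned compounds, then yeast cells expressing toxic A-beta were added; plates incubated at 30 C for 48 hr. Growth read as absorbance at 600 nm, normalized to DMSO and equimolar FeCl3 plus clioquinol controls.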
# D3 antag – D3 dopamine receptor (human) antagonism | P35462 | D3R cells, DiscoveRx beta-arrestin luminescence, antagonist mode; stronger effect = lower value | max response, negative = inhibition, % | 360,000 tested, 2.5% active | AID 652054; in the data active = max response below about -50%; inconclusive = no clear call, values can overlap the other calls; note: % is set by controls: 0 for no effect and ±100 for the full control effect; mostly tested at two doses, the higher about 12 µM
#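 Cells plated overnight at 1500 cells/well, then exposed to library compounds with dopamine controls for 90 minutes at 37 degrees C. DiscoveRx reagent added for 30–60 minutes at room temperature; luminescence read, quantitative HTS format.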
# DRD3 agonist – D3 dopamine receptor (human) agonism; P35462; D3R DiscoveRx beta-arrestin cells, luminescence, 90 min; max activation, %; 410,000 tested, 0.58% active; in the data active = max activation above about 30%; note: 0% is about no effect; mostly tested at two doses, the higher about 12 µM
#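 Agonist mode: compounds and dopamine controls were applied to plated cells for 90 min at 37 degrees C after an overnight attachment at 1500 cells/well. Luminescent read-out followed 30 - 60 minutes at room temperature with DiscoveRx detection reagent.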
# TDP43 rescue – rescues yeast growth from TDP-43 toxicity. TDP-43 expressing yeast growth rescue, BacTiter-Glo, 24 h. Potency, µM (series often up to 46.1 µM), for the others: at the top dose growth rescue (activation), most hits filed as activators. 410,000 tested, 1.8% active. AID 652104; note: potency is the fitted concentration of half-maximal effect; % of control where 0% means no effect; nearly all actives have a fitted effect of over 50% in size
#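 Yeast expressing TDP-43 (pregrown in raffinose, seeded at OD600=0.02 in galactose medium) exposed to compounds 24 hr at 30 deg C. Growth read by BacTiter-Glo luminescence; rescue of toxicity appears as increased signal.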
# EPAC2 agonist – activates human EPAC2 exchange factor | Q8WZA2 | EPAC2 activation, biochemical qHTS; response scale: 100% = 6.5 mM cAMP response | Potency, µM (highest dose often 154 µM), without a hit: at the highest dose activation, actives largely listed as activators | 360,000 tested, 0.079% active | AID 720711; note: potency is the fitted concentration of half-maximal effect; nearly all actives have a fitted effect of over 50% in size
# Target sequence (Q8WZA2 whole entry, looked up): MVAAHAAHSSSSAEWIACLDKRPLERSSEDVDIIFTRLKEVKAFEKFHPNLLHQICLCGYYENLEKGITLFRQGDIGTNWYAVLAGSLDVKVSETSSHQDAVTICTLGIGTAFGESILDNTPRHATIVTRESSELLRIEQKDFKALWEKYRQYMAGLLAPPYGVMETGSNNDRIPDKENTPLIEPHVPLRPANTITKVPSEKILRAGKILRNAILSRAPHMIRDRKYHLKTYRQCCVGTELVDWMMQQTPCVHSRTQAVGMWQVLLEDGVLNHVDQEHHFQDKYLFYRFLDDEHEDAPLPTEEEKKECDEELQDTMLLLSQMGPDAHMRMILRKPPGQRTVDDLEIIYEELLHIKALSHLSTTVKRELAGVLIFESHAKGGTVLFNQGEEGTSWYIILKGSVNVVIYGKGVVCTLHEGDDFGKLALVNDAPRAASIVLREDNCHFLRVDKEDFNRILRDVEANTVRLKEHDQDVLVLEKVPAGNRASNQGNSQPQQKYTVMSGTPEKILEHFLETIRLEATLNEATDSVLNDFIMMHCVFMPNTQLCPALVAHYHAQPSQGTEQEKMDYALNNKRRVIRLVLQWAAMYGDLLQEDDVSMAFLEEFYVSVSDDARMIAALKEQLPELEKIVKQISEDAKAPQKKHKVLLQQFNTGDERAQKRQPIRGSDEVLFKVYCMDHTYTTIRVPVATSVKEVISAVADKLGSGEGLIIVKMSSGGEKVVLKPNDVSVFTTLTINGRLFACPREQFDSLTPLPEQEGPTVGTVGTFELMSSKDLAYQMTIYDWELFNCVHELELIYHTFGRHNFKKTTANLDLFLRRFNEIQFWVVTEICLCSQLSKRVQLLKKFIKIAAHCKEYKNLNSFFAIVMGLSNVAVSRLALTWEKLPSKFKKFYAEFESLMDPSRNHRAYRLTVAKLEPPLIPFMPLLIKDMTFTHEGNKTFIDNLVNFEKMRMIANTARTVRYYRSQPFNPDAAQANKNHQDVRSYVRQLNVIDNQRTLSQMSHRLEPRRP
#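 Fluorescence exchange assay: 100 nM EPAC2 with 250 nM RAP1B-BODIPY-GDP and 50 uM GDP; compounds tested as a concentration-titration series (qHTS). Loss of Rap1-bound BODIPY-GDP fluorescence read at 480/540 nm; data normalized to 6.5 mM cAMP.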
# EPAC2 antagonist – EPAC2 (human) antagonism; Q8WZA2; EPAC2 GEF exchange of Rap1B-BODIPY-GDP, fluorescence; Potency, µM (titrated, usually from 114 µM), for inactives: top-dose activity, negative = inhibition, usual class: inhibitors; 360,000 tested, 0.18% active; note: potency is the fitted concentration of half-maximal effect; % is set by controls: 0 for no effect and ±100 for the full control effect; nearly all actives have a fitted effect of over 45% in size; many of its hits are not listed in these tables
# FUS suppressor – rescues growth of FUS-expressing yeast; S. cerevisiae FUS-expressing, growth rescue, OD600, 24 h; Potency, µM (top dose mostly 76.6 µM), without a hit: at the top dose growth rescue (activation), hits mostly activators; 390,000 tested, 0.24% active; AID 1347120;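 note: potency is the fitted concentration of half-maximal effect; plate controls were DMSO vehicle for no effect and reference control for full effect; nearly all actives have a fitted effect of over 55% in size; some results filed as inactive show a strong effect at the top dose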
#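 Yeast expressing FUS under galactose induction, OD 0.005 in 2% galactose medium; compounds in a dilution series, 24 h at 30C. Growth rescue by absorbance at 600 nm; CP55940 positive control, DMSO negative.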
# aSyn rescue – alpha-synuclein toxicity inhibition in yeast; Yeast expressing alpha-synuclein, growth rescue, BacTiter-Glo, 24 h; Potency, µM (highest dose often 46.1 µM), without a hit: top-dose growth rescue (activation), usual class: activators; 370,000 tested, 0.14% active; AID 652106; note: potency is the fitted concentration of half-maximal effect; % of control where 0% means no effect; nearly all actives have a fitted effect of over 65% in size
#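 Screening used galactose-induced yeast with toxic alpha-synuclein levels, exposed to compound for 24 hr at 30 deg C. Cell growth, read with BacTiter-Glo luminescence, gave the measured signal.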
# * marks the source's active call; other numbers are inactive results; u = inconclusive; x = no result given; & = joins results of further samples; [ ] = remark or other dose. Unless noted, calls come from the whole dose curve; as a rule, active = well fitted curve in the direction sought with a large enough effect; inconclusive = small, poorly fitted or top-dose-only effect, or another doubt; inactive = no such curve, though single readings can be large; an effect the other way counts as inactive or inconclusive. Some of the compounds tested. The share of hits here may be higher or lower than overall.
SMILES,Abeta rescue,D3 antag,DRD3 agonist,TDP43 rescue,EPAC2 agonist,EPAC2 antagonist,FUS suppressor,aSyn rescue
CSCC(C)N1CCC(n2nccc2NC(=O)c2ccc3c(c2)OCO3)CC1 (stereo unspecified),9%,14,3,-5%,8%,0%,13%,3%
Cn1cc(C(=O)C(=O)NC2CC2)c2ccccc21,-6%,6,-3,-17%,13%,4%,u,-1%
CCC(C)(C)NC(=O)C1CCCN1C(=O)NC1CCCCC1 (stereo unspecified),-1%,4,-1,0%,6%,5%,1%,-8%
COc1ccc(C(=O)Nc2ccccc2C(=O)OCc2cc(=O)n3nc(C4CC4)sc3n2)cc1,-9%,x,6,13%,x,x,-19%,x
COC(=O)c1ccc(C2c3[nH]c4ccccc4c3C[C@H]3C(=O)N(C4CCN(Cc5ccccc5)CC4)CC(=O)N23)cc1 (stereo partly specified),-6%,-61*,-21,5%,9%,-10%,37%,1%
CS(=O)(=O)NCCSCc1c(Cl)cccc1Cl,8%,-20,3,14%,5%,-2%,9%,5%
COc1ccc2cc(C(=O)C3CCCN(C(=O)c4cnccn4)C3)ccc2c1 (stereo unspecified),-19%,13,-2,-15%,-1%,9%,u,-1%
COc1cccc(CNC(=O)C(NS(=O)(=O)c2ccc3nc(C)sc3c2)C(C)C)c1 (stereo unspecified),-3%,x,4,21%,x,x,-4%,x
CC1(C)C[C@H](O)[C@@]23C[C@@H](OC2=O)[C@]2(C)C(=CCC4[C@@]5(C)CC[C@H](O)C(C)(C)C5CC[C@]42C)[C@@H]3C1 (stereo partly specified),2%,-10,-7,11%,5%,-16%,-5%,4%
CNC(=O)c1cccc(NC(=O)CCCNC(=O)c2ccc(Cl)cc2)c1,13%,9,5,1%,5%,0%,-4%,2%
O=C(NCc1ccccc1)/C(=N\O)c1ccccc1,-2%,-13,-5,-13%,-3%,13%,12%,-4%
Cc1ccc(-n2nc(C)c(C(=O)NCCCN3CCN(c4ccccc4F)CC3)c2-n2cccc2)cc1,-9%,x,-4,-19%,x,x,45%,x
O=C1CN(C(=O)/C=C/c2ccccc2F)c2ccccc2N1,11%,18,-2,19%,11%,5%,-25%,6%
O=C(CCN1CCc2ccccc2C1)c1ccc2c(c1)OCCO2,-30%,-88*,-8,14%,5%,-6%,-5%,4%
Cc1cc(OC(C)C(=O)N(Cc2ccco2)C2CCS(=O)(=O)C2)cc(C)c1Cl (stereo unspecified),-5%,17,4,2%,7%,-8%,-19%,4%
CC(=O)c1ccc(NC(=O)CSc2ccc3nnc(-c4cccnc4)n3n2)cc1,-15%,5,6,13%,8%,4%,25%,1%
Cc1ccc(S(=O)(=O)N2[C@@H](c3ccc(Cl)cc3)C(C(=O)O)=CC[C@H]2c2ccc(Cl)c(Cl)c2)cc1,-15%,u,-18,4%,-2%,u,0%,-61%[inhibitor]
COc1cccc(C2N(c3ccccc3)CCN2c2ccccc2)c1OC,-20%,-12,-5,8%,8%,-6%,8%,-6%
Cc1cc(C)cc(-n2c(C)cc(/C=C3\C(=N)N4N=C(CC(C)C)SC4=NC3=O)c2C)c1,12%,-2,4,10%,-4%,-1%,x,8%
O=C(CNC(=O)c1ccc(Br)o1)NCc1ccccc1,9%,-1,-10,-13%,-4%,-7%,24%,1%
CCN(CC)Cc1cc(CCNC(=O)c2ccc(Cl)cc2)ccc1O,-13%,6,-7,-32%[inhibitor],8%,24%,15%,-2%
COc1ccc(S(=O)(=O)N(C)C[C@H]2Oc3ncc(C#CC4(O)CCCC4)cc3C(=O)N([C@@H](C)CO)C[C@@H]2C)cc1,1%,-23,-4,6%,15%,0%,u,0%
COc1cccc(NC(=O)COC(=O)c2cc(S(=O)(=O)N3CCOCC3)ccc2C)c1,-7%,1,0,-5%,2%,-1%,21%,-8%
Clc1ccc2[nH]c3c(NCCN4CCOCC4)ncnc3c2c1,-5%,-11,0,-1%,-1%,-12%,14%,-2%
Cc1nn(C)c(Oc2cccc(Cl)c2)c1C(=O)O,14%,8,0,u,2%,10%,2%,12%
O=C(CCC1CCCC1)NCc1cccs1,-5%,-8,2,-5%,7%,-4%,11%,-2%
CCOC(=O)N1CCN(C(=O)CN(Cc2ccc(Cl)cc2)S(=O)(=O)c2ccc(C)cc2)CC1,u,-11,1,-17%,7%,-5%,27%,5%
C=CCNc1c2c(nc3ncnn13)CC(C)CC2 (stereo unspecified),3%,-12,-1,-11%,4%,7%,-29%,-2%
CCOC(=O)c1c(NC(=O)c2ccc(S(=O)(=O)N(C)CC3CCCO3)cc2)sc2c1CCN(C)C2 (stereo unspecified),17%,-13,0,2%,-14%,u,25%,5%
Cc1ccc(NC(=O)C2CC2C)c(Cl)c1 (stereo unspecified),6%,-13,-10,-9%,13%,2%,-30%,-2%
COc1cc2cc(CCCOC(=O)CCCC(=O)O)oc(=O)c2cc1OC,9%,3,4,12%,-4%,7%,-12%,5%
CNC(=O)CSc1nnc(COc2ccc([N+](=O)[O-])cc2)n1C,-1%,11,5,-1%,3%,7%,30%,-1%
C/C(=N\NC(=O)Cc1ccccc1)c1ccc(Cl)s1,-11%,-12,-5,8%,-2%,-1%,-10%,-2%
COCc1cc(C)nc2c1C(=O)NC(c1ccc(NC(C)=O)cc1)N2Cc1ccccc1 (stereo unspecified),0%,x,-15,19%,x,x,10%,5%
O=C(CN1CCSCC1)N/N=C/c1ccccc1F,-26%,-19,-9,-4%,4%,-5%,-6%,-9%
COc1ccc(S(=O)(=O)N(C)C[C@H]2Oc3ccc(NS(=O)(=O)c4c(C)noc4C)cc3C(=O)N([C@H](C)CO)C[C@@H]2C)cc1,2%,-20,1,u,0%,-10%,38%,2%
COc1cc2nc(N3CCN(C(=O)C4CCCO4)CC3)nc(N)c2cc1OC (stereo unspecified),-10%&-7%,10&-4,-3&-5&-4,0%&2%,5%&-7%,13%&3%,-25%&-31%,-8%&-8%&4%
S=c1[nH]nc(-c2ccc(Br)cc2)n1-c1ccc2c(c1)OCCO2,u,4,24,21%,2%,-2%,-38%,2%
Cn1c(=O)n(C)c2cc(C(N)=O)ccc21,-1%,-12,1,-4%,2%,-1%,6%,-6%
O=C(NC1CC1)c1cccc(NC(=O)c2cc(S(=O)(=O)N3CCOCC3)ccc2Cl)c1,-8%,-5,-3,-20%,13%,-6%,52%,0%

# As a working copy, 12 of the compounds above:
SMILES,Abeta rescue,D3 antag,DRD3 agonist,TDP43 rescue,EPAC2 agonist,EPAC2 antagonist,FUS suppressor,aSyn rescue
CCOC(=O)c1c(NC(=O)c2ccc(S(=O)(=O)N(C)CC3CCCO3)cc2)sc2c1CCN(C)C2 (stereo unspecified),17%,-13,0,2%,-14%,u,25%,5%
Cc1ccc(NC(=O)C2CC2C)c(Cl)c1 (stereo unspecified),6%,-13,-10,-9%,13%,2%,-30%,-2%
COc1cc2cc(CCCOC(=O)CCCC(=O)O)oc(=O)c2cc1OC,9%,3,4,12%,-4%,7%,-12%,5%
CNC(=O)CSc1nnc(COc2ccc([N+](=O)[O-])cc2)n1C,-1%,11,5,-1%,3%,7%,30%,-1%
C/C(=N\NC(=O)Cc1ccccc1)c1ccc(Cl)s1,-11%,-12,-5,8%,-2%,-1%,-10%,-2%
COCc1cc(C)nc2c1C(=O)NC(c1ccc(NC(C)=O)cc1)N2Cc1ccccc1 (stereo unspecified),0%,x,-15,19%,x,x,10%,5%
O=C(CN1CCSCC1)N/N=C/c1ccccc1F,-26%,-19,-9,-4%,4%,-5%,-6%,-9%
COc1ccc(S(=O)(=O)N(C)C[C@H]2Oc3ccc(NS(=O)(=O)c4c(C)noc4C)cc3C(=O)N([C@H](C)CO)C[C@@H]2C)cc1,2%,-20,1,u,0%,-10%,38%,2%
COc1cc2nc(N3CCN(C(=O)C4CCCO4)CC3)nc(N)c2cc1OC (stereo unspecified),-10%&-7%,10&-4,-3&-5&-4,0%&2%,5%&-7%,13%&3%,-25%&-31%,-8%&-8%&4%
S=c1[nH]nc(-c2ccc(Br)cc2)n1-c1ccc2c(c1)OCCO2,u,4,24,21%,2%,-2%,-38%,2%
Cn1c(=O)n(C)c2cc(C(N)=O)ccc21,-1%,-12,1,-4%,2%,-1%,6%,-6%
O=C(NC1CC1)c1cccc(NC(=O)c2cc(S(=O)(=O)N3CCOCC3)ccc2Cl)c1,-8%,-5,-3,-20%,13%,-6%,52%,0%

# Later entries
SMILES,Abeta rescue,D3 antag,DRD3 agonist,TDP43 rescue,EPAC2 agonist,EPAC2 antagonist,FUS suppressor,aSyn rescue
COCCN1Cc2cccc(C(=O)Nc3cc(C)cc(C)c3)c2C1=O,-18%,11,-2,14%,0%,1%,29%,-4%
Cc1ccc(N=Cc2c(O)c3ccccc3n(C)c2=O)cc1,-7%,11,7,-2%,-7%,u,7%,2%
O=C1Cn2nnc(-c3ccccc3)c2C2c3ccccc3CCN12 (stereo unspecified),-2%,0,0,28%,9%,-24%,-12%,1%
C=CCOc1ccc(/C=C\c2nc(O)c([N+](=O)[O-])c(=O)[nH]2)cc1OC,-5%,-25,-6,2%,7%,-10%,5%,-9%
CC(C)n1c(SCC(=O)N2CCN(C)CC2)nc2c1c(=O)n(C)c(=O)n2C,-6%,-9,-4,-4%,11%,-1%,6%,-2%
Cc1[nH]c(C)c2c(=O)n(Cc3ccccc3Cl)ncc12,-6%,-12,1,-5%,7%,-20%,4%,-7%
O=C(O)c1ccc(S(=O)(=O)N2CCN(c3ccccn3)CC2)cc1,-8%,-18,2,14%,1%,5%,-7%,-1%
Cc1cc(C)n(-c2cc(O)c(-n3nc(C)cc3C)cc2O)n1,-7%,-5,1,-13%,6%,-6%,-5%,-5%
O=C(CSc1nnc(COc2ccc(Cl)cc2)o1)N(c1ccccc1)C1CCS(=O)(=O)C1 (stereo unspecified),1%,10,0,6%,6%,11%,41%,-3%
CC(=O)Nc1ccc(S(=O)(=O)NCCC(=O)OCC(=O)N2CCN(C(=O)c3ccco3)CC2)cc1,22%,0,1,10%,-3%,-1%,25%,-6%
C=CS(=O)(=O)N(Cc1ccccc1)[C@H](CO)CC(C)C,-5%,-6,-1,-1%,-13%,8%,-18%,-6%
